Screening results as filed in PubChem.
D2 agonist: HTS Assay for Allosteric Agonists of the Human D2 Dopamine Receptor: Primary Screen for Agonists; D(2) dopamine receptor (Homo sapiens), P14416; HEK293 T-REx D2 cells, calcium flux agonist mode; activation, % at 2 µM; 340,000 tested, 0.53% active; AID 485358, 2010;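 active = activation over 3 SD above normal in the single-dose calcium agonist read, cut at about 30% in these data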; note: 0% is about no effect
Target sequence (P14416 whole entry, looked up): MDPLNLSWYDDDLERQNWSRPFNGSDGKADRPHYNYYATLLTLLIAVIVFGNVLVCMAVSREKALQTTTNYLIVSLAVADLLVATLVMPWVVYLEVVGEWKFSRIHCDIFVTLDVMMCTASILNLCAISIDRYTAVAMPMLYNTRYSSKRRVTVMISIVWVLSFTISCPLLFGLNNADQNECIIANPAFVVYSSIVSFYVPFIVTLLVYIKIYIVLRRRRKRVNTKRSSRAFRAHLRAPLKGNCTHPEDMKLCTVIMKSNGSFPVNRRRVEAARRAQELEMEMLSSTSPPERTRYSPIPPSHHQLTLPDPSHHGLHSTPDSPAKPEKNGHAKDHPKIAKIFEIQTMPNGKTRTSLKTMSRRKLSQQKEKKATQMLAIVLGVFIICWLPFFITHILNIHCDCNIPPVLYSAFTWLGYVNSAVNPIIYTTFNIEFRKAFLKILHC
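HEK293 Trex D2 cells, tetracycline-induced, o/n 30 C 5% CO2; no-wash Ca dye, RT 30–90 min; 10-cycle baseline, 23 nl cpd added, kinetic Ca read 180 s; agonist hits = positive Ca response.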
ALOX12 inh: Primary qHTS assay for inhibitors of human arachidonate 12S-lipoxygenase (ALOX12): Round 2 | purified 12hLO, xylenol orange hydroperoxide absorbance | Potency, µM (titrated, usually from 108 µM), for the others: at the top dose activity change, negative = inhibition, most hits filed as inhibitors | 580,000 tested, 1.1% active | AID 1671190, 2021; note: potency is the fitted concentration of half-maximal effect; % is set by controls: 0 for no effect and ±100 for the full control effect
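Purified human 12hLO (150 nM final) in 25 mM Hepes, 0.01% Triton X-100, pH 7.0 was preincubated 15 min at room temperature with compound. Then 40 uM arachidonic acid was added, 30 min. Hydroperoxide was read by Fe-XO absorbance ratio 573/405 nm.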
D2 antag: HTS Assay for Allosteric Antagonists of the Human D2 Dopamine Receptor: Primary Screen for Antagonists; D(2) dopamine receptor (Homo sapiens), P14416; HEK293 TREx D2 cells, calcium flux, dopamine EC80; inhibition, % at 10 µM; 340,000 tested, 2% active; in the data active = inhibition above about 30%; note: 0% is about no effect
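Calcium mobilization kinetics were recorded at 1 s intervals in tetracycline-induced HEK293 T-REx D2 cells, first for 180 s after compound addition and then 180 s after EC80 dopamine.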
ERG-DNA inh: qHTS for Small Molecule Inhibitors of the ERG Ets/DNA interaction; fluorescence polarization, His-ERG Ets domain / labelled DNA; Potency, µM (highest dose often 76.9 µM), for inactives: at the highest dose FP activity, negative = inhibition, actives largely listed as inhibitors; AID 624246, 2012; Transcriptional regulator ERG (Homo sapiens), P11308; 370,000 tested, 0.028% active; active = well fitted inhibition curve with a large enough effect in the polarisation, with a control signal flat; inconclusive = small, poorly fitted or top-dose-only effect, or effect the other way, or a change in a side signal; inactive = no such curve, though single readings can be large or run the other way; the % refers to the polarisation;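 note: polarization taken with two DNA probes labelled with fluorescein and Texas red; potency is the fitted concentration of half-maximal effect; % of control where 0% means no effect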
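His-tagged ERG Ets domain (1 uM in the protein solution; 300mM KCl, 50mM Tris-HCl, 1mM EDTA, 1mM DTT, pH 7.5) received compound, then a probe mix of 5 nM fluorescein-DNA and 100nM Texas-615-DNA. Fluorescence polarization was read for both dyes.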
RGS4 inh: Inhibitors of Regulator of G Protein Signaling (RGS) 4: qHTS; Regulator of G-protein signaling 4 (Homo sapiens), P49798; Transcreener GDP fluorescence polarization, RGS4-accelerated GTP hydrolysis; Potency, µM (doses to about 114 µM), for inactives: at the top dose activity change, negative = inhibition, usual class: inhibitors; 390,000 tested, 0.039% active; note: potency is the fitted concentration of half-maximal effect; % is set by controls: 0 for no effect and ±100 for the full control effect; nearly all actives have a fitted effect of over 75% in size; some results filed as inactive show a strong effect at the top dose
Target sequence (P49798 whole entry, looked up): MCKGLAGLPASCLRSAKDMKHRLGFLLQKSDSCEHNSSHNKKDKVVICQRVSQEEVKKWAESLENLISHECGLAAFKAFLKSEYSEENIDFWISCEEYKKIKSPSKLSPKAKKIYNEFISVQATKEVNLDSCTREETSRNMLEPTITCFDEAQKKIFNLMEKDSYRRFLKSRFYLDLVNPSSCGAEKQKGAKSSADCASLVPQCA
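MLSMR compounds (23 nl, pin-transferred) preincubated 10 min at room temperature with a 500nM (2x) first reagent, then RGS4 at 900nM (2x) plus Transcreener GDP mix added; fluorescence polarization (620/688 nm) read before and after 90 min at 30 °C.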
Glioma ERSR ind: qHTS for Inducers of the Endoplasmic Reticulum Stress Response (ERSR) in Human Glioma: qHTS; U87-MG GRP78 promoter luciferase reporter, 16 h; Potency, µM, inactives show top-dose activation, most hits filed as activators; 420,000 tested, 0.02% active; AID 602332, 2012; note: potency is the fitted concentration of half-maximal effect; series mostly up to about 76 µM; % of control where 0% means no effect; nearly all actives have a fitted effect of over 35% in size
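ERSR induction read as luciferase luminescence (Bright-Glo, 10 min at room temperature) in stably transfected human U87-MG glioma cells exposed to compounds for 16 h, using GRP78 as sensor.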
Vif-APOBEC3F blk: qHTS for Inhibitors of Vif-A3F Interactions: qHTS. HeLa A3F-eYFP + Vif (tagged APOBEC3F with the HIV-1 protein that degrades it), YFP fluorescence increase. Potency, µM (top dose mostly 46.1 µM), without a hit: top-dose activity, negative = active. 390,000 tested, 0.2% active; note: potency is the fitted concentration of half-maximal effect; % of control where 0% means no effect; nearly all actives have a fitted effect of over 65% in size
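HeLa cells stably expressing A3F-eYFP plus Vif, plated and incubated overnight at 37 deg C, then exposed to compounds overnight at 37 deg C. Blocked degradation read as raised yellow fluorescence (Ex 488/Em 500-530).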
LDHA inh: qHTS assay for inhibitors of human lactate dehydrogenase; activity change, % (values are at about 110 or 230 µM); 480,000 tested, 0.15% active; purified LDHA, NADH/diaphorase-resazurin fluorescence; active compounds read low; in the data active = activity change below about -30%; inconclusive = mostly about -25% to -30%;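 note: plate controls were DMSO wells for no effect and wells without enzyme for full effect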
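Human LDH5 at 2 nM final in Tris HCl pH 7.4 with 0.06 mM NADH and 0.2 mM pyruvate, reacted 5 minutes at room temperature. Remaining NADH coupled via diaphorase/resazurin; resorufin fluorescence read at 0 and 20 minutes, normalized to enzyme-free and DMSO wells.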
Vif-APOBEC3G blk: qHTS for Inhibitors of Vif-A3G Interactions: qHTS; 410,000 tested, 0.076% active; HeLa A3G-eYFP + Vif (tagged APOBEC3G with the HIV-1 protein that degrades it), YFP fluorescence, overnight; Potency, µM (doses to about 46.1 µM), without a hit: at the highest dose activity, negative = active, most hits filed as inhibitors; AID 602310, 2012;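 note: potency is the fitted concentration of half-maximal effect; % is set by controls: 0 for no effect and ±100 for the full control effect; nearly all actives have a fitted effect of over 60% in size; hits raise eYFP signal because A3G escapes Vif-driven loss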
Target sequence (Q9HC16 whole entry, looked up): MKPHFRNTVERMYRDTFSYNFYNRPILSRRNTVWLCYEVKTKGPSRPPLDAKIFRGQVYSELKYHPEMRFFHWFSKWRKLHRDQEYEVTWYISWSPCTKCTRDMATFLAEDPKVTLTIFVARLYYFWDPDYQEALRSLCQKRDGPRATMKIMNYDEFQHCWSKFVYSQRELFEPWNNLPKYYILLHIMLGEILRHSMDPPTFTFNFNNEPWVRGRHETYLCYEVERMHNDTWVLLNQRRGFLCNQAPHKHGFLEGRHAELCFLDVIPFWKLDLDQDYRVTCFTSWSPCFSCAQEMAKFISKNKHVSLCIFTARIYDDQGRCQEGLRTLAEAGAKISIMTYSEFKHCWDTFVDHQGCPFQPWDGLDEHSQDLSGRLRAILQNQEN
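Read-out is eYFP fluorescence (Ex 488/Em 500-530) from Vif-expressing HeLa A3G-eYFP cells; more signal means A3G escaped Vif-mediated degradation. Cells plated overnight, compound pinned in, incubated overnight at 37 deg C.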
* marks the source's active call; other numbers are inactive results; ? = inconclusive; nt = no result given; & = joins results of further samples; [ ] = remark or other dose. Unless noted, calls come from the whole dose curve; as a rule, active = well fitted curve in the direction sought with a large enough effect; inconclusive = small, poorly fitted or top-dose-only effect, or another doubt; inactive = no such curve, though single readings can be large; an effect the other way counts as inactive or inconclusive. Only part of the results is shown; rates above refer to the full screens.

| compound | D2 agonist | ALOX12 inh | D2 antag | ERG-DNA inh | RGS4 inh | Glioma ERSR ind | Vif-APOBEC3F blk | LDHA inh | Vif-APOBEC3G blk |
| --- | --- | --- | --- | --- | --- | --- | --- | --- | --- |
| CC1(C)Cc2c(sc(NC(=O)c3ccccc3Cl)c2C(=O)O)CO1 | -0.8 | -5% | 21 | 5% | -51% | 0% | 0% | -7 | 2% |
| Cc1c2cnn(CC(=O)NCc3ccc(F)cc3)c(=O)c2c(C)n1Cc1cccc(Cl)c1 | -0.2 | -10% | nt | -1% | -21% | -5% | -14% | -6 | -33% |
| Cc1cc2oc(C(=O)NCCc3ccc(S(N)(=O)=O)cc3)c(C)c2cc1C | -0.4 | 13% | -17 | -3% | -42% | -4% | -15% | -2 | 0% |
| CC(=O)N1CCCc2cc(S(=O)(=O)N3CCCC(C(=O)Nc4ccc(C)c(C)c4)C3)ccc21 (configuration not stated) | 28 | -22% | nt | -8% | 18% | -4% | -4% | -5 | 1% |
| OC1CN=C2Sc3ccccc3N2C1 (configuration not stated) | 0.4 | 0% | -2 | 1% | 42% | -7% | 0% | -2 | 0% |
| Cc1cc2c(N=O)c(NO)ccc2[nH]1 | nt | nt | nt | 5% | 23% | -2% | ? | 27 | 5.6µM* |
| O=C(CCN1CCC(c2ccccc2)C1)c1cccs1 (configuration not stated) | -0.2 | ? | 11 | 7% | -35% | -2% | 1% | -8&3 | -12% |
| Nc1ccc(CC(N)c2csc(Nc3cc(Oc4ccccc4)ncn3)n2)cc1 (configuration not stated) | nt | 5% | nt | nt | nt | -5% | nt | -10 | 0% |
| Cc1ccc(-n2c3nc(=O)n(C)c(=O)c-3cc3c(Cl)cccc32)c(C)c1 | 1.7 | -8% | nt | 0% | 1% | -1% | -24% | -1 | -2% |
| CC(=O)N1[C@@H]2CC3C4CC=C5C[C@@H](O)CC[C@]5(C)C4CC[C@]3(C)[C@@]21C(C)=O (some centres not stated) | -1.0 | -9% | 5 | 4% | 25% | -4% | -3% | -1 | 0% |
| CCOc1ccc(NC(=O)C2C3CC/C=C\CCC32)cc1 (configuration not stated) | -0.1 | 25% | 9 | 0% | 3% | 2% | -5% | -4 | 0% |
| CS(=O)(=O)c1ccc2nc(NC(=O)Oc3ccccc3)sc2c1 | 0.4 | -24% | -11 | 4% | -14% | -1% | -3% | -5 | -2% |
| Cc1ccccc1-n1c(SCc2ccccn2)nc2n[nH]c(C)c2c1=N | -2.3 | 0% | -6 | 4% | -15% | -6% | -6% | -4 | -18% |
| CC1=NN(c2ccccc2C)C(=O)C1 | nt | -13% | nt | 9% | 0% | -2% | 4% | -6 | 0% |
| COc1cc(Cl)c(C)cc1NC(=O)c1cc2c(=O)oc3ccccc3c2s1 | -1.4 | -24% | nt | 1% | ? | -3% | -7% | -6 | 2% |
| COc1ccc(-c2noc(CCC(=O)N3CCN(c4ccccc4)CC3)n2)cc1 | nt | -18% | nt | 8% | -21% | 0% | 2% | -3 | -5% |
| CCOC(=O)N1CCN(S(=O)(=O)c2ccc3[nH]cc(C(=O)O)c(=O)c3c2)CC1 | 0.1 | ? | 15 | -2% | 10% | -1% | -3% | -3 | -2% |
| O=C(Cc1cc(=O)[nH]c(=O)[nH]1)NCC1CCCO1 (configuration not stated) | -0.4 | ? | 11 | 1% | -2% | -2% | 1% | -1 | -1% |
| Cn1nnnc1SCC(=O)NNC(=O)c1ccc(Br)cc1 | 1.5 | 46%[activator] | 11 | -5% | 15% | 0% | 10% | -3 | 1% |
| Cc1csc(NC(=O)CSc2ncc(-c3ccccc3)[nH]2)n1 | -1.4 | -7% | 9 | 2% | -5% | 5% | 16% | -5 | -4% |
| CCn1c(=O)cc(SCC(=O)NCc2ccc3c(c2)OCO3)c2ccccc21 | -1.3 | -8% | 1 | 1% | -23% | -1% | 0% | 0 | 0% |
| CC(NC(=O)COc1ccccc1)C(=O)NCc1ccc(S(N)(=O)=O)cc1 (configuration not stated) | nt | -13% | nt | -2% | 20% | -3% | 1% | -7 | 0% |
| CCOC(=O)C1CCCN(CC(O)COC(c2ccccc2)c2ccccc2)C1 (configuration not stated) | -3.0 | -18% | 33* | 5% | 9% | -2% | 8% | -13 | 1% |
| O=C(NNc1nc2ccccc2s1)Nc1ccc(Cl)c(Cl)c1 | nt | -29% | nt | 4% | -28% | -2% | 3% | 2 | -10% |
| CC(C)c1ccc(S(=O)(=O)N2CCN(C(=O)C3=COCCO3)CC2)cc1 | nt | 3% | nt | 18% | 7% | 1% | 0% | 3 | 2% |
| O=C(CCNC(=O)c1ccccc1)NCCCc1ccccc1 | nt | 47%[activator] | nt | -4% | -10% | -2% | 8% | -5 | 2% |
| CCC(C)NC(=O)CN1C(=O)CSc2ccc(S(=O)(=O)N3CCCC3)cc21 (configuration not stated) | 0.9 | 8% | 17 | -3% | 7%[56.9 µM] | 0% | -14% | -5 | 1% |
| CC(C)=C1C(=O)NN(c2ccc(C)c(Cl)c2)C1=O | -0.3 | 50µM* | -3 | nt | -1% | -1% | 0% | 7 | -7% |
| CCC(C)c1ccccc1N1CC(C(=O)N2CCN(c3ccccc3)CC2)CC1=O (configuration not stated) | nt | -16% | nt | 0% | -20% | -3% | -6% | -4 | -6% |
| CSc1ccc(S(=O)(=O)N2CCC(C(=O)NCc3ccncc3)CC2)cc1 | 0.7 | -1% | 22 | ? | 6% | -2% | 4% | -2 | 0% |
| CS(=O)c1ccccc1-c1nc(-c2cc(C(F)(F)F)cc(C(F)(F)F)c2)no1 (configuration not stated) | -0.5 | 2% | 2 | 13% | -26% | 1% | 6% | 4 | 0% |
| CCOc1cccc(OCCCCn2cnc3ccccc3c2=O)c1 | 8.8 | 10% | 3 | 15% | -4% | -2% | 8% | 1 | -2% |
| O=C(C[n+]1cc(-c2ccc(Br)cc2)n2c1CCCCC2)c1ccccc1 | -2.2 | 6% | -17 | 0% | -1% | -6% | 5% | -1 | 1% |
| CCOC(=O)C1CCN(C(=O)c2cc(C(C)(C)C)nn2Cc2ccccc2)CC1 | -1.8 | 5% | -7 | 8% | -1% | -1% | -10% | -5 | 4% |
| CCOc1ccc(CCN2C(=O)C3C4C=CC(C4)C3C2=O)cc1OCC (configuration not stated) | -1.9 | 458%[activator] | -16 | 12% | 10% | 1% | -5% | 0 | -4% |
| O=C(Nc1ccc2c(c1)OCCO2)C1CCCN(S(=O)(=O)c2cccc3nsnc23)C1 (configuration not stated) | 0.4 | 19% | -4 | nt | 5% | -2% | -2% | 9 | 2% |
| Cc1ccc(C)c(OCc2nnc(NC(=O)c3ccc4c(c3)OCO4)s2)c1 | -0.6 | 2% | 2 | 0% | -16%[56.9 µM] | -2% | 2% | -6 | 3% |
| COc1ccc(NC(=O)c2ccc(Cl)c(S(=O)(=O)N3CC(C)OC(C)C3)c2)cn1 (configuration not stated) | 0.3 | -26% | 11 | 15% | 5% | -1% | 0% | 1 | 0% |
| CC(C)(C)c1ccc(C(=O)N2CCC(NC(=O)c3ccccc3)CC2)cc1 | -0.9 | 10% | 4 | -4% | -13% | -4% | 3% | 1 | 3% |
| COCCCN1C(=O)c2[nH]nc(-c3cc(C)cc(C)c3O)c2C1c1ccc(O)c(OC)c1 (configuration not stated) | 0.1 | -18% | -1 | 0% | 17% | 2% | 1% | 1 | -13% |
| O=C(c1ccc2nc(-c3ccco3)c(-c3ccco3)nc2c1)N1CCN(c2ncccn2)CC1 | 0.1 | ? | -1 | -4% | -29% | -2% | -14% | 21 | -6% |
| CC1C(c2ccccc2)OCCN1C(=S)NC(=O)c1ccccc1 (configuration not stated) | nt | ? | nt | nt | nt | -3% | 1% | -4 | -2% |
| CC(C)NCCOc1cccc(Br)c1 | 0.2 | -16% | 10 | 10% | -34% | -4% | 1% | -18 | 1% |
| Cc1ccc(Cn2c(CN3CCC(C(=O)NCc4cccnc4)CC3)cc3ccccc32)cc1 | 0.3 | -27% | nt | 7% | -5% | -3% | -2% | -1 | -1% |
| COc1cc(/C=C/C(=O)OCC(=O)NCc2ccccc2OC)ccc1O | 0.5 | -26% | 9 | 11% | -7% | -4% | -14% | 1 | -10% |
| CCc1cccc(CN2CCC(CNC(=O)Nc3ccc(Cl)cc3)CC2)c1 | -0.1 | -12% | 35* | -8% | 16% | -1% | 5% | 1 | -1% |
| CN1CCN(C(=O)C2CCCN(S(=O)(=O)c3ccccc3)C2)CC1 (configuration not stated) | -0.9 | ? | 13 | 8% | 4%[11.4 µM] | -4% | -2% | -21 | -2% |
| CN1CCn2cnc(C(=O)NCC(=O)OC(C)(C)C)c2C1=O | nt | ? | nt | nt | nt | 0% | -4% | 0 | 2% |
